# DNMT1 block: blocks human DNA methyltransferase DNMT1 | P26358 | DNMT1 molecular beacon, Hinp1I cleavage, fluorescence | 360,000 compounds, 0.83% hits | inhibition (reported as % activation of signal), % at 10 µM | AID 588458; in the data active means inhibition above about 50%
# CSN inh: inhibitors of human CSN-mediated cullin deneddylation. Q92905. Purified CSN, SCF-Nedd8-OG deneddylation, fluorescence polarization. inhibition, % at 12.5 µM. 360,000 compounds, 0.38% hits;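 active means pattern-corrected inhibition above about 35%, with an unprinted fluorescence ratio check between 0.5 and 1.5, limit read from the data, passing the limit was not always enough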;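 further: 0% = enzyme with substrate and 100% = substrate without enzyme; some results filed as inactive read as strong as hits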
#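 Assay system: Purified human Csn5 enzyme expressed in HEK293T cells | Amount: Enzyme 0.24 nM | Measured by: Fluorescence polarization readout | Medium: Tris/NaCl/DTT buffer, pH 7.5 | Compound dosing: One concentration, 12.5 µM, 0.25% DMSO | Times: 90 min incubation of compound, enzyme and substrate at room temperature | Control set: no-enzyme wells high, enzyme-with-substrate wells low | Read-out: % inhibition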
# STEP block: STEP (human) phosphatase inhibition | 360,000 compounds, 0.25% hits | recombinant STEP, OMFP fluorogenic substrate, fluorescence | inhibition, % at 20 µM | P54829;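 active means inhibition at 20 µM, scaled per plate between control wells, above about 37%, limit read from the data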;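 further: 0% = DMSO with enzyme and substrate and 100% = substrate only without enzyme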
#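 System: STEP phosphatase, cell-free reaction; Buffer or medium: Bis-Tris pH 6.0 buffer with DTT, detergent; Incubation: 20 min at room temperature, dark; Measured by: fluorescence, 480/540 nm.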
# SUMO1 PPI mod: SUMO1-SIM interaction modulation. P63165. SUMO1 binding to a labelled peptide, TR-FRET, 1 h. inhibition, % at 20 µM. 360,000 compounds, 0.33% hits. AID 602429; in the data active means inhibition above about 37%
# Target sequence (P63165 whole entry, looked up): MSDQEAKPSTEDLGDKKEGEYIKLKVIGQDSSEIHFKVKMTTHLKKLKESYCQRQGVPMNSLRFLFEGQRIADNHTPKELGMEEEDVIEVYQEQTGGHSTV
# NadD inh: blocks S. aureus nicotinate mononucleotide adenylyltransferase; inhibition, % at 20 µM; 360,000 compounds, 0.78% hits; AID 602399; purified NadD enzyme, colorimetric absorbance read-out; in the data active means inhibition above about 26%; further: some compounds past the cut are filed as inactive
# Scp1 inh: Scp-1 (human) phosphatase inhibition; Q9GZU7; Recombinant Scp1, phosphopeptide, malachite green phosphate absorbance; inhibition, % at 20 µM; 340,000 compounds, 0.88% hits; AID 493091;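 active means inhibition above about 50% at 20 µM, limit read from the data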;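 further: plate controls were DMSO wells with enzyme for no effect and wells lacking enzyme for full effect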
#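 assay system = SCP-1 phosphatase catalytic domain, residues 76-261 | buffer or medium = 50 mM Tris acetate pH 5.5, 0.005% Tween-20, 10 mM MgCl2 | incubation = enzyme reaction 45 min at room temperature, colour 5 min, stabilisation 30 min | signal = Phosphate-binding colour reagent, absorbance read at 630 nm | measure = % inhibition at 20 µM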
# PABP1 MLLE inh: inhibitors of microRNA-mediated deadenylation, human PABP1 MLLE binding; 360,000 compounds, 0.36% hits; inhibition, % at 20 µM; GST-MLLE / FITC-PAM2 fluorescence polarization; in the data active means inhibition above about 35%, passing the limit was not always enough;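 further: plate controls were DMSO wells with GST-MLLE for no effect and wells lacking GST-MLLE protein for full effect; some results filed as inactive read as strong as hits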
# Target sequence (P11940 whole entry, looked up): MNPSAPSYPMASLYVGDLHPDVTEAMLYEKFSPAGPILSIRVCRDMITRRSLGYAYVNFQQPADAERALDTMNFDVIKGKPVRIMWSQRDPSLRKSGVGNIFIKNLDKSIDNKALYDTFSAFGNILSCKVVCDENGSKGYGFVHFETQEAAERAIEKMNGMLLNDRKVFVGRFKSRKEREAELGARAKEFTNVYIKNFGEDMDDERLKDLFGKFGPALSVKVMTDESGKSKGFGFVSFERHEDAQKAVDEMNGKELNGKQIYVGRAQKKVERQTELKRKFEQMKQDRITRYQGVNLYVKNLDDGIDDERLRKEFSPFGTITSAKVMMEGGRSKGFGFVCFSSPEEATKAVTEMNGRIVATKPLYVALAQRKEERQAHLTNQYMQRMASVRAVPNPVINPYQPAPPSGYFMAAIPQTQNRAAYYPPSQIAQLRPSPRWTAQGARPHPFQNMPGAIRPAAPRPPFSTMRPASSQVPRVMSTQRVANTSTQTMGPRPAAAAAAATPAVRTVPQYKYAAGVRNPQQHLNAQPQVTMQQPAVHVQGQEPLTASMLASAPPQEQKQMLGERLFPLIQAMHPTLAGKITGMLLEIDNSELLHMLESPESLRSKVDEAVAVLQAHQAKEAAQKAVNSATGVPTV
# TbMetRS inhib: blocks T. brucei methionyl-tRNA synthetase activity; inhibition, % at 11.9 µM; purified T. brucei MetRS, ATP depletion, Kinase-Glo luminescence; 360,000 compounds, 0.4% hits;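 active means inhibition above a per-plate cutoff of the control wells' mean inhibition plus 3 SD, cut at about 5.5% in these data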;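 further: 0% = DMSO wells median and 100% = median of wells with control inhibitor compound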
#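 Dosing: 11.9 µM compound single dose, 0.9% DMSO; Assay system: purified T. brucei MetRS enzyme; Measured by: Kinase-Glo luciferase luminescence reporting remaining unconsumed ATP; Schedule: 15 min plus 2 h at 25 °C.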
# Rpn11 block: Rpn11 (human) deubiquitinase inhibition | O00487 | human 26S proteasome, Ub4-pepOG fluorescence polarization; 20S core pre-blocked with epoxomicin | calls only at 20 µM | 360,000 compounds, 0.59% hits | AID 588493;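 active means inhibition at 20 µM, scaled to each plate's controls, above about 33%, limit read from the data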
# Target sequence (O00487 whole entry, looked up): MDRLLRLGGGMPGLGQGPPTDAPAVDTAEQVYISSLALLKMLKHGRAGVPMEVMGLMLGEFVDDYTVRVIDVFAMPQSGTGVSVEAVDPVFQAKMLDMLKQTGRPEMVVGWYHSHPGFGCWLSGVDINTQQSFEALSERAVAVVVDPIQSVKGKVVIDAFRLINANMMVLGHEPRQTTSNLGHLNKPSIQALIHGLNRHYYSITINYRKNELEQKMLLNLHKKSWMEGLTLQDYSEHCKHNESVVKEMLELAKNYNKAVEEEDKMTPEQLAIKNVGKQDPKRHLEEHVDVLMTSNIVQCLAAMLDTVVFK
# LMPTP block: LMPTP (human) inhibition; 360,000 compounds, 0.22% hits; inhibition, % at 20 µM; recombinant LMPTP-A, OMFP fluorogenic substrate, fluorescence intensity;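 active means compounds that cut the enzyme signal by at least half of the control window in the single-dose screen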;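 further: plate controls were DMSO wells with enzyme plus substrate for no effect and substrate without enzyme for full effect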
#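 test system = LMPTP-A | amount = 0.625 nM LMPTP-A final | reagent = fluorogenic phosphatase substrate OMFP at 400 µM final | incubation = 50 min at room temperature | benchmarks = no-enzyme low control, uninhibited high control | medium = Bis-Tris pH 6.0, DTT, detergent | signal = fluorescence intensity of OMFP turnover product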
# * hit, by the source's call; i = inactive; . = no result given.
# Results follow in this order: Rpn11 block	NadD inh	CSN inh	PABP1 MLLE inh	SUMO1 PPI mod	LMPTP block	TbMetRS inhib	Scp1 inh	DNMT1 block	STEP block
- CCOc1ccccc1NC(=O)Nc1cccc(NC(C)=O)c1
  i	-4	-1	0	-4	1.4	-0.5	-11	0	1
- O=C(CSc1nnc2scc(-c3ccccc3)n12)Nc1nsc(-c2ccc(Cl)cc2)n1
  i	41*	47*	-4	7	38	0.0	20	48	14
- COc1cccc(N(C(=O)CNC(=O)c2ccco2)C(C(=O)NC2CCCCC2)c2ccncc2)c1 (stereo not given)
  i	0	-1	-4	0	-2.5	0.8	6	-1	-2
- COCCCNC(=O)c1ccc2nc([C@@H]3O[C@H](CO)[C@H](O)[C@H](O)[C@H]3O)[nH]c2c1
  i	-5	0	4	0	-1.8	0.0	.	-1	-1
- CCN(C(=O)CCS(=O)(=O)c1cccc2nonc12)c1ccc(C)c(C)c1
  i	-6	0	-6	-33	0.2	-0.1	2	-1	34
- O=C(O)c1ccc(C=NNC(=O)c2cccc3ccccc23)cc1
  i	3	-2	5	-12	-1.8	-0.3	5	-2	1
- Cc1coc(C)c1C(=O)CC1(O)C(=O)Nc2cc(Cl)cc(Cl)c21 (stereo not given)
  i	1	9	-6	1	-0.4	1.1	-15	-7	-6
- COc1ccc(NC(=O)O/N=C/c2c(C)nn(C(C)(C)C)c2C)cc1
  i	5	-1	-13	2	-3.7	0.3	-8	-1	1
- O=C(Cc1ccccc1)NNC(=O)Nc1cccc(Cl)c1
  .	0	-5	5	1	-1.2	-0.5	19	2	-3
- COc1ccc(C)cc1NC(=O)CSc1nc2scc(C)c2c(=O)[nH]1
  i	-3	5	20	0	0.4	-0.2	-9	-2	-5
- CCOC(=O)c1c(C)oc2ccc(OCc3cc(C(=O)OC)oc3C)cc12
  i	-1	6	-6	3	3.7	-0.7	-17	3	-3
- CCN1C(=O)C2(SC(NC(C)=O)=NN2C(C)=O)c2cc(C)ccc21 (stereo not given)
  i	7	3	-1	-6	-1.1	-0.3	-2	3	-4
- COc1ccccc1CSc1ncc(-c2ccc([N+](=O)[O-])cc2)[nH]1
  i	-2	0	-23	-22	1.3	1.3	-2	-4	-3
- COc1ccc(-c2ncncc2-c2ccccc2)c(O)c1
  i	1	-3	1	1	-1.1	-0.9	-13	2	-1
- COc1ccc(CC(=O)c2ccccc2C(=O)O)cc1
  i	2	0	4	2	-0.6	0.6	0	1	0
- O=C(COC(=O)Cc1ccc(Cl)cc1)Nc1ccc2[nH]c(=O)[nH]c2c1
  i	-5	-3	-29	-2	-1.0	0.0	-1	4	2
- CCn1c(O)c(C=Nc2ccccc2)sc1=O
  i	1	6	8	-11	0.7	-0.7	1	-1	2
- COc1ccc(S(=O)(=O)N2CCC(C(=O)NCCCN3CCOCC3)CC2)cc1
  i	3	-5	0	-2	-3.1	-0.2	-11	1	-2
- CN(c1ccccc1)S(=O)(=O)c1cccc(NC(=O)c2ccc(=O)[nH]c2)c1
  i	-4	-7	-25	0	1.7	-0.1	-5	0	-2
- CC1(C)C(C=C(Cl)Cl)C1C(=O)N/N=C/c1ccccc1F (stereo not given)
  i	1	4	-1	-6	1.1	-0.1	-3	5	1

# Compound profiles, from the list above.
# CCN(C(=O)CCS(=O)(=O)c1cccc2nonc12)c1ccc(C)c(C)c1 is listed as Rpn11 block = i; NadD inh = -6; CSN inh = 0; PABP1 MLLE inh = -6; SUMO1 PPI mod = -33; LMPTP block = 0.2; TbMetRS inhib = -0.1; Scp1 inh = 2; DNMT1 block = -1; STEP block = 34
# O=C(CSc1nnc2scc(-c3ccccc3)n12)Nc1nsc(-c2ccc(Cl)cc2)n1 is listed as Rpn11 block = i; NadD inh = 41*; CSN inh = 47*; PABP1 MLLE inh = -4; SUMO1 PPI mod = 7; LMPTP block = 38; TbMetRS inhib = 0.0; Scp1 inh = 20; DNMT1 block = 48; STEP block = 14

# More compounds.
# Results follow in this order: Rpn11 block	NadD inh	CSN inh	PABP1 MLLE inh	SUMO1 PPI mod	LMPTP block	TbMetRS inhib	Scp1 inh	DNMT1 block	STEP block
- COc1cc(C(=O)OCC(=O)NCCCc2ccccc2)ccc1OCC(C)C
  i	-3	0	-7	3	2.9	-0.2	-13	1	2
- O=S(=O)(c1ccc(F)cc1)n1ccc(-c2cccc(OCc3c(F)cccc3Cl)c2)n1
  i	0	0	-4	6	2.4	0.0	-19	3	0
- O=C(CSc1ccccc1[N+](=O)[O-])NC1CCS(=O)(=O)C1 (stereo not given)
  i	-1	-16	15	-18	-0.1	-0.8	1	1	-2
- Cn1cc(Cl)c(C(=O)N2CCN(c3ncccn3)CC2)n1
  i	3	7	11	1	0.0	-0.1	-10	3	-5
- Nc1nc(N)c(Br)c(Nc2ccc(Cl)c(Cl)c2)n1
  i	2	0	4	2	6.0	-0.1	1	2	-3
- CCc1ccc(C2C(C#N)=C(N)N(N3CCOCC3)C3=C2C(=O)CC(C)(C)C3)s1 (stereo not given)
  i	4	3	6	-11	1.0	-0.9	9	-4	-2
- CCOc1cccc(C(=O)N(Cc2cccc(F)c2)C2CCS(=O)(=O)C2)c1 (stereo not given)
  i	-6	2	-1	7	-1.1	0.3	-11	3	2
- COc1ccc(NC(=O)COC(=O)Cc2ccccc2[N+](=O)[O-])cc1OC
  i	1	-2	-7	-12	0.3	-0.2	-3	3	-2
- O=C(NCc1ccccc1)c1ccc(NC(=O)C2CC2)cc1
  i	-3	5	-2	-1	-2.2	-0.2	-4	2	-4
- CC1CCC(C(C)C)C(OC(=O)COC(=O)c2cccn2C)C1 (stereo not given)
  i	10	-4	-1	14	3.9	0.5	-14	9	3
- CCN(CC)CCCNC(=O)c1cc(-c2ccccc2)c(N2CCCCC2)s1
  i	-1	2	10	-22	0.4	-0.8	-9	2	3
- CCn1c(CNC(=O)c2cccs2)n[nH]c1=S
  i	4	0	1	-1	-8.2	0.5	-8	-2	-2
- O=C(C[C@H]1C=C[C@H](NC(=O)c2ccccn2)[C@@H](CO)O1)NCc1cc(F)cc(F)c1
  .	.	-1	.	0	-1.7	-1.3	.	.	.
- CCOc1ccc(CCNC(=O)CN2C(=O)NC3(CCCC3)C2=O)cc1OCC
  i	1	-3	-25	3	-0.6	-0.4	-13	2	1
- Cc1nc(C2CC(=O)OC23CCCCC3)cs1 (stereo not given)
  i	-1	-3	14	-3	-0.3	-0.8	0	3	-4
- CCOC(=O)N1CCN(C(=O)COc2ccc(S(=O)(=O)NC(C)C)cc2)CC1
  i	1	-3	10	5	-0.4	0.1	3	1	0
- Cc1cccc(C(=O)NCC(=O)N(C)CC(=O)Nc2ccc(N3CCOCC3)cc2)c1
  i	-5	-3	-14	-1	0.1	-0.3	-2	2	-2
- CCC(C)N(C)C1CCN(C(=S)Nc2ccc(OC)cc2)CC1 (stereo not given)
  i	-4	-3	-16	-4	2.0	-0.8	-4	-3	11
- C1=C[C@H]2CCCN3CC[C@@H]([C@@H]2[C@]32CO2)[C@H]1CCOCc1ccccc1
  .	4	1	.	3	0.5	0.1	.	.	.
- FC(F)(F)c1cc(-c2ccc(Cl)cc2)nc2ncnn12
  i	12	8	18	-23	-0.2	-0.5	-3	-2	0
- Cc1cccnc1C(NC(=O)C1CCN(Cc2ccc(Oc3ccccc3)cc2)CC1)c1ccccc1 (stereo not given)
  i	-4	2	5	-3	-0.7	-0.2	.	0	-2
- O=C(CCN1CCCCO1)NC1CCCc2c1cnn2-c1ccc(F)cc1F (stereo not given)
  i	0	0	12	-1	-1.7	-0.1	.	1	-3
- C=CCOC(=O)COc1ccc2c3c(c(=O)oc2c1)CCCC3
  i	-13	0	-4	2	2.1	-0.3	.	1	3
- COc1cccc(CNS(=O)(=O)c2ccc3c(c2)CC(C)N3C(=O)C2CCC2)c1 (stereo not given)
  i	-6	-5	-5	1	0.4	0.4	-10	0	2
- O=[N+]([O-])c1ccc(Oc2cnc3ccccc3n2)cc1
  i	-3	-1	10	-21	-1.0	0.1	-5	2	0
- CCOC(=O)CC(=O)CSc1nc(N)c(C#N)c(-c2ccc(Cl)cc2)c1C#N
  i	-4	5	-5	-23	0.1	-0.9	-8	-1	0
- CCN(CC)C(=O)Cn1cc(C(=O)C(=O)N(CC)C2CCCCC2)c2ccccc21
  i	-5	3	2	-2	0.4	-0.1	-5	-2	0
- CCCc1nc2ccccc2n1C(=S)SC
  i	2	-1	4	-14	0.3	-0.4	6	15	0
- COc1cc(CN2CCNC(=O)C2CC(=O)NCCCN2CCOCC2)cc(OC)c1 (stereo not given)
  i	-1	2	20	2	-5.8	0.9	-8	-8	0
- COc1ccc(CCNC(=O)C2CC(=O)N(C3CCCC3)C2)cc1OC (stereo not given)
  i	-3	4	10	-3	-0.6	0.6	10	3	2
- CC(=O)Nc1ccc(-n2c(C)nc(=O)c(-c3ccccc3)c2C)cc1
  i	9	0	4	-3	-0.4	-0.2	-2	0	0
- Cc1ccc(CNS(=O)(=O)c2ccc(C(F)(F)F)cc2)n1C
  i	11	2	-2	-2	-1.0	0.1	-11	-10	1
- COc1ccc(CNC(=O)COC(=O)c2c(NC(C)=O)sc(C)c2C)cc1OC
  i	-1	1	2	1	1.5	0.6	.	-4	2
- C=CCN1C(c2ccccc2)=CS/C1=C(\C#N)c1nnc2n1CCCCC2
  i	2	-4	13	-8	0.3	-0.7	-8	3	0
- Cc1ccc(NC(=O)CSc2ccc(-c3ccccn3)nn2)cc1
  i	-1	-2	0	-3	-1.2	-0.7	-4	1	-1
- COc1ccc(CN2C(=O)c3cccnc3C2=O)cc1S(=O)(=O)NCc1ccccc1
  i	-5	-3	8	-31	-2.0	-0.5	9	3	1
- COc1cc2c(cc1NC(=O)C(F)(F)F)-c1ccc(NC(=O)C(F)(F)F)cc1C2
  i	8	3	1	9	-2.9	-0.3	2	37	0
- CC1CCc2c(sc(NC(=O)c3cccn3C)c2C(N)=O)C1 (stereo not given)
  i	9	8	-27	-2	2.1	-0.5	-7	-10	-1
